tuberculosis growth = growth inhibition of non-replicating M. tuberculosis (AID 488890) | Mycobacterium tuberculosis non-replicating, growth inhibition; higher % means a stronger effect | inhibition, % at 25 µM, or IC50 in µM where a hit was titrated | actives 0.39% (n = 320,000); in the data active = a potency from the dose series; inconclusive = inhibition mostly from about 82% at the one dose, without a potency; inactive = the rest, 99 in 100 with inhibition below about 76%;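 also: plate controls were DMSO cells for no effect and high antibiotic wells for full effect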
PhoP GFP inhibition = PhoP regulon inhibitors, Salmonella typhi PhoP promoter GFP reporter, confirmatory (AID 1850) | Salmonella Typhi PhoP-promoter GFP reporter, fluorescence, 4 h; higher % means a stronger effect | one-dose inhibition, % at 50 µM; IC50 in µM for titrated hits | actives 0.33% (n = 310,000); in the data active = a potency from the dose series; inconclusive = inhibition mostly from about 25% at the one dose, without a potency; inactive = the rest, 99 in 100 with inhibition below about 19%;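 also: 0% = induced wells with vehicle and 100% = uninduced wells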
H1N1 NS1A inhibition = H1N1 influenza NS1A inhibitors, functional cell based assay (AID 504329) | NS1A functional cell-based assay, percent inhibition; higher % means a stronger effect | inhibition, % at 12.5 µM, or IC50 in µM where a hit was titrated | actives 0.3% (n = 340,000); in the data active = a potency from the dose series; inconclusive = inhibition above about 27% without an active follow-up result; also: strong numbers were not always called active
VEEV TC-83 Vero = inhibitors of VEEV TC-83 cytopathic effect, confirmation, Vero cells (AID 588727) | Vero cells, VEEV TC-83 cytopathic effect inhibition; higher % means a stronger effect | inhibition, % at 20 µM; hits with a dose series show IC50 in µM | actives 0.13% (n = 350,000); in the data active = a potency from the dose series; inconclusive = inhibition mostly from about 14% at the one dose, without a potency; inactive = the rest, 99 in 100 with inhibition below about 12%; also: strong numbers were not always called active
M. tuberculosis HTS = M. tuberculosis growth inhibition, HTS (AID 449762); actives 0.59% (n = 330,000); M. tuberculosis H37Rv growth inhibition, 7H9 media; higher % means a stronger effect; inhibition, % at 25 µM; hits with a dose series show IC50 in µM; in the data active = a potency from the dose series; inconclusive = inhibition above about 70% without an active follow-up result;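 also: bacterial growth assessed after seven days of incubation; strong numbers were not always called active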
VEEV TC-83 Vero 10K pilot screen = also measured in VEEV TC-83 Vero; calls as there; inhibition, %; measured here: 10K pilot screen inhibition
Starred values were filed as active, the others as inactive; i = inactive; ? = inconclusive; . = no result given. Random draw from the library; about 1.5% have a hit in one of these screens.

SMILES	tuberculosis growth	PhoP GFP inhibition	H1N1 NS1A inhibition	VEEV TC-83 Vero	M. tuberculosis HTS	others
COc1cc(C(=O)Nc2c(C(=O)O)[nH]c3ccc(Br)cc23)cc(OC)c1OC	0%	8%	-4%	4.3%	7%
COc1ccc(NC(=O)Nc2ccc(CC(=O)O)cc2)cc1	1%	1%	3%	0.5%	-3%
Cc1onc(-c2ccccc2)c1C(=O)OCCOc1cccc(Cl)c1	?	-8%	-11%	3.2%	52%
O=C(CCCCCN1C(=O)CCC1=O)Nc1ccc(Cl)c(C(F)(F)F)c1	10%	0%	4%	i	-24%
O=C(Nc1ccccc1Cl)C1C2CCCCC21 (centres undefined)	.	.	-3%	0.2%	.
COC(=O)c1ccc2nc(-c3cccc(N)c3)cn2c1	10%	19%	6%	3.0%	0%
Cc1cc(C)n2nc(C(=O)N/N=C/c3ccc(O)cc3)nc2n1	-3%	1%	-3%	0.2%	-5%
COc1ccc(C(O)P(=O)(OC(C)C)OC(C)C)c(OC)c1 (centres undefined)	-14%	-1%	6%	0.1%	0%
COC(=O)c1c(NC(C)=O)sc2c1CCCCC2	-6%	0%	-2%	0.6%	-5%
Clc1ccc(-c2ccc(/C=N/Nc3nncc(-c4ccccc4)n3)o2)cc1	-25%	1%	3%	5.3%	?
CC(=O)N1C(=O)C(=C2C=C(C)OC(C)=C2)c2ccccc21	2%	-6%	10%	i	-1%
CCCc1[nH]nc2c1C(/C(C)=C/c1ccccc1)C(C#N)=C(N)O2 (centres undefined)	17%	-5%	-11%	0.7%	-3%
COCCN1C(=O)c2oc3ccccc3c(=O)c2C1c1cccc(O)c1 (centres undefined)	-27%	7%	-7%	1.0%	-5%
COc1ccc(NC(=S)Nc2ccccc2F)c(OC)c1	30%	-4%	-25%	5.6%	2%
CCCCn1c(SCC(N)=O)nc2ccc(N3CCOCC3)cc2c1=O	8%	-13%	2%	2.7%	-8%

A stretch from the list above, as a working copy:
SMILES	tuberculosis growth	PhoP GFP inhibition	H1N1 NS1A inhibition	VEEV TC-83 Vero	M. tuberculosis HTS	others
COc1ccc(NC(=S)Nc2ccccc2F)c(OC)c1	30%	-4%	-25%	5.6%	2%
CCCCn1c(SCC(N)=O)nc2ccc(N3CCOCC3)cc2c1=O	8%	-13%	2%	2.7%	-8%

The main list resumes, starting 2 compounds before the break.
SMILES	tuberculosis growth	PhoP GFP inhibition	H1N1 NS1A inhibition	VEEV TC-83 Vero	M. tuberculosis HTS	others
COc1ccc(NC(=S)Nc2ccccc2F)c(OC)c1	30%	-4%	-25%	5.6%	2%
CCCCn1c(SCC(N)=O)nc2ccc(N3CCOCC3)cc2c1=O	8%	-13%	2%	2.7%	-8%
CC(C)CCn1c(S(=O)(=O)O)nc2ccccc21	?	-4%	-19%	0.7%	-5%
COc1c(S(=O)(=O)N2CCN(c3ccc(F)cc3)CC2)ccc(Cl)c1Cl	9%	-3%	8%	i	3%
NC(=O)C1CCN(CC(=O)Nc2ccc3c(c2)OCCO3)CC1	1%	.	-2%	2.2%	1%
CCOc1cc(CNCCO)c(Cl)cc1OCC(=O)NCCc1ccccc1	16%	6%	-1%	i	1%
S=c1[nH]nc(NCCc2ccccc2)s1	-31%	-8%	-107%	0.5%	8%
CCCNC(=O)Nc1ccc(C(F)(F)F)cc1	67%	-5%	8%	0.1%	6%
Cc1ccc(CN2C(=NC(=O)CCC(=O)O)SC3CS(=O)(=O)CC32)cc1 (centres undefined)	1%	-1%	11%	1.5%	-1%
O=C(CCN1C(=O)C2C3C=CC(C3)C2C1=O)Nc1ccc2ncccc2c1 (centres undefined)	1%	-10%	-2%	0.9%	-1%
COc1cc2c(C(=O)O)c(C)n(C)c2c2ccccc12	4%	17%	-6%	1.2%	4%
CCCCN(C(=O)c1[nH]c(C)c(C(=O)OCC)c1C)c1c(N)n(CCCC)c(=O)[nH]c1=O	-1%	6%	-3%	3.5%	-2%
O=C(CSc1ccccn1)N1CCN(c2cccc(Cl)c2)CC1	74%	-1%	-4%	4.3%	-4%
CC(=NCCc1ccccc1)C1=C(O)COC1=O	5%	-4%	-9%	0.7%	-8%
CC1CN(C(=O)c2ccc(-c3cccc(C(F)(F)F)c3)o2)CC(C)O1 (centres undefined)	13%	8%	4%	7.0%	20%
C=CCNC(=O)N1C2=NC(C(=O)OC)=C(C(=O)OC)[C@@H]3N(Cc4ccccc4)c4ccccc4[C@]23C[C@H]1C(=O)OC	4%	-8%	4%	i	-5%
O=C(NCCc1ccccc1)c1c[nH]c2ccc(F)cc2c1=O	.	.	-3%	9.4%	.

Ordered by heavy-atom count (largest number first): four of the compounds above.
SMILES	tuberculosis growth	PhoP GFP inhibition	H1N1 NS1A inhibition	VEEV TC-83 Vero	M. tuberculosis HTS	others
Cc1ccc(CN2C(=NC(=O)CCC(=O)O)SC3CS(=O)(=O)CC32)cc1 (centres undefined)	1%	-1%	11%	1.5%	-1%
CC1CN(C(=O)c2ccc(-c3cccc(C(F)(F)F)c3)o2)CC(C)O1 (centres undefined)	13%	8%	4%	7.0%	20%
CC(=NCCc1ccccc1)C1=C(O)COC1=O	5%	-4%	-9%	0.7%	-8%
CCCNC(=O)Nc1ccc(C(F)(F)F)cc1	67%	-5%	8%	0.1%	6%

(further entries)
SMILES	tuberculosis growth	PhoP GFP inhibition	H1N1 NS1A inhibition	VEEV TC-83 Vero	M. tuberculosis HTS	others
CCN(CC)P(=O)(Nc1cccc(C(F)(F)F)c1)c1ccc(N(C)C)cc1NC(=O)c1ccco1 (centres undefined)	44%	-1%	-7%	6.6%	-1%
Clc1ccc2nc(CN3CCCCCC3)cn2c1	-5%	-3%	-2%	i	-3%
O=C(CCc1ccc(S(=O)(=O)NCc2ccccc2)cc1)NCC1CCCO1 (centres undefined)	-8%	4%	3%	0.3%	5%
O=C(Cn1c(C(=O)NCCCN2CCOCC2)cc2sccc21)c1ccccc1	-3%	-2%	1%	i	5%
CCc1ccccc1NC(=O)CCCN1C(=O)C2CC=CCC2C1=O (centres undefined)	-14%	-5%	-9%	1.3%	2%
O=C(NCCCc1ccccc1)c1cccc(NC(=O)C2CCC2)c1	.	.	-25%	1.4%	.
CN1CCN(CCCNC(=O)c2ccc3c(c2)N(Cc2ccccc2)CCS3)CC1	20%	20%	1%	i	-1%
Cn1c(=O)n(C)c2cc(NS(=O)(=O)c3ccc(Cl)s3)ccc21	4%	-3%	0%	7.8%	2%
Fc1ccc(NC(=S)N2CCc3[nH]c4ccccc4c3C2)cc1	18%	13%	-14%	3.7%	-1%
CCOc1cc(C(=S)N2CCCC2)ccc1OCC(=O)Nc1c(C)cc(C)cc1C	5%	5%	8%	0.8%	-3%
CN1CCN(NC(=O)c2cccc3ccccc23)CC1	-10%	-6%	-3%	1.6%	0%
CCN(CC)S(=O)(=O)N1CCC(C(=O)NC2CCCC2)CC1	-7%	-6%	3%	1.1%	-12%
Cc1onc(-c2ccccc2)c1C(=O)N1CCCc2ccccc21	7%	-5%	-7%	i	9%
CC(Oc1ccc2oc3ccccc3c2c1)C(=O)NC12CC3CC(CC(C3)C1)C2 (centres undefined)	51%	-7%	-8%	5.0%	?
CCOc1ccc(NC(=O)c2ccc(-n3cccn3)nc2)cc1	-3%	8%	-6%	3.5%	6%
Cc1ccc(C(C(=O)NC(C)(C)C)N(Cc2cccs2)C(=O)c2csnn2)cc1 (centres undefined)	19%	4%	-1%	6.2%	-2%
CN1C(=O)C(C)(C)c2cc(S(=O)(=O)NCC3CCC(C(=O)NC4CCCCC4)CC3)ccc21 (centres undefined)	13%	8%	1%	0.8%	3%
CCCOc1ccc(N2C(=O)CC(N(CCc3ccc(OC)c(OC)c3)C(=O)c3ccccc3)C2=O)cc1 (centres undefined)	9%	-2%	-17%	1.6%	-11%
O=C(Nc1ccccc1F)Nc1ccc([N+](=O)[O-])cc1Cl	21%	-7%	0%	i	4%
O=C(CCNC(=O)C1CCN(S(=O)(=O)c2ccccc2)CC1)NCc1ccc(Cl)c(Cl)c1	9%	6%	2%	1.7%	-2%
COCCNC(=O)c1ccccc1-c1ccccc1C(=O)O	-9%	1%	3%	0.4%	-9%
Cc1ccc2nc(NC(=O)c3ccc(-c4nc5ccccc5s4)s3)sc2c1	.	1%	-5%	10%	11%
NS(=O)(=O)c1ccc(NC(=O)c2cccc3ccccc23)cc1	1%	0%	-6%	2.1%	-5%
CC(=O)c1c(C)[nH]c(C(=O)OCC(=O)Nc2cc(S(=O)(=O)N3CCCCC3)ccc2C)c1C	-16%	-11%	8%	4.7%	-4%
COc1ccc(NC(=O)c2sc(-c3ccccc3)nc2C)c(OC)c1	3%	3%	-12%	2.5%	3%
CCCCn1cnc(C(=O)OCC)c1N	10%	-5%	6%	i	4%
CN(C(=O)CCN1C(=O)/C(=C/c2ccccc2)SC1=S)C1CCS(=O)(=O)C1 (centres undefined)	39%	-4%	-2%	38%	2%
CCC(Sc1nccn1C)C(=O)Nc1cccc2ccccc12 (centres undefined)	33%	-1%	4%	1.5%	-8%
COc1ccc(N(CC(=O)N/N=C/c2ccco2)S(=O)(=O)c2ccccc2)cc1	32%	-2%	-1%	0.0%	-5%
CC(C)N1CCc2c(sc(NC(=O)c3ccc(S(=O)(=O)N4CCOCC4)cc3)c2C(N)=O)C1	-29%	11%	-8%	9.8%	-11%
Cn1c(N)c(C(=O)COC(=O)CCC2CCCC2)c(=O)n(C)c1=O	6%	-1%	2%	i	3%
Cn1nc(C(F)(F)F)c(C(=O)Nc2ccc(F)cc2F)c1Sc1cccc(Cl)c1	.	-9%	19%	i	.	VEEV TC-83 Vero 10K pilot screen=0.0
S=C(NCCCCc1ccccc1)NCc1ccccc1	?	-8%	8%	1.2%	-3%
COCCCNC(=S)NNC(=O)c1ccccn1	2%	37µM*	2.3µM*	0.5%	2%
COC(=O)c1ccc(NC(=O)CSc2ccccn2)cc1	78%	2%	2%	1.6%	58%
CC1CN(S(=O)(=O)c2cccc(C(=O)Nc3ccccc3N3CCCCC3)c2)CC(C)O1 (centres undefined)	3%	-7%	-7%	7.3%	4%
COc1cc(/C=C(/C(=O)c2cccs2)c2nc3ccccc3[nH]2)cc(OC)c1O	21%	7%	1%	3.4%	19%
O=C(O)CCSSCCC(=O)O	-8%	.	-13%	i	-8%
COc1ccccc1NC(=O)C(C)N1CCN(C/C=C/c2ccccc2)CC1 (centres undefined)	29%	-2%	23%	0.6%	-2%
Cc1ccc(S(=O)(=O)N[C@H](C(=O)N2CCC(C(=O)N3CCC[C@H]3C(=O)O)CC2)C(C)C)cc1	.	.	-18%	0.0%	.
Cc1cc(C)n(CC2CC(=O)N(c3ccc(C)c(Cl)c3)C2=O)n1 (centres undefined)	29%	2%	-9%	1.6%	-1%
CCN=c1scc(C)n1/N=C/c1ccc(O)c(O)c1O	-6%	-8%	21%	4.9%	-1%
COCCn1c(-c2ccc(Cl)cc2Cl)nc2c(c(=O)c3ccccc3n2C)c1=O	3%	-7%	-1%	4.6%	11%
CCOC(=O)C1C(=O)NC(SC)=C(C#N)C1c1ccccc1F (centres undefined)	1%	20%	-3%	0.4%	-1%
Cn1c(=O)c2c(nc(CN3CCC(C(N)=O)CC3)n2Cc2ccccc2Cl)n(C)c1=O	-7%	6%	-3%	i	-7%
CSc1ccccc1NC(=O)CSc1n[nH]c(N)n1	2%	-12%	-2%	0.4%	5%
Cc1cccc(OCCCCCn2ccnc2)c1	?	3%	-8%	i	-14%
Cc1ccc(C(=O)NCCCN2CCOCC2)cc1Cl	7%	3%	-2%	i	4%
CCOP(=O)(NC(C)C)Oc1ccc(SC)c(C)c1 (centres undefined)	.	.	-2%	1.2%	.
CCc1nnc(NC(=O)CCC(=O)N2CCN(c3cccc(Cl)c3)CC2)s1	44%	2%	6%	i	14%
Cc1nn(C)c(C(=O)N/N=C/c2ccccn2)c1[N+](=O)[O-]	28%	12%	-2%	0.3%	6%
COc1ccccc1CN1CC(C(=O)NCc2cccnc2)CC1=O (centres undefined)	0%	4%	-8%	1.1%	8%
Cc1ccsc1/C=N\NC(=O)c1cc(C(C)(C)C)[nH]n1	13%	17%	8%	1.3%	0%
CCN(Cc1ccc2c(c1)OCCO2)S(=O)(=O)c1ccc(NC(C)=O)cc1	11%	.	-4%	2.4%	-13%
COc1cccc(Oc2nc(-c3ccccc3O)nc3ccccc23)c1	-12%	-6%	-5%	1.6%	15%
Cc1cc(N2C(=O)C(=O)/C(=C(/O)c3ccc(Cl)cc3)C2c2cccc(Br)c2)no1 (centres undefined)	53%	4%	7%	0.4%	0%
O=c1oc2ccccc2c(CNc2ccccc2)c1[N+](=O)[O-]	0%	-9%	2%	i	-6%
O=C(NCCC(=O)N1CCc2ccccc21)c1ccccc1Cl	-10%	8%	5%	0.8%	-2%
